ROC1-CUL1 inh = blocks human RBX1-Cullin-1 di-ubiquitin formation; P62877+Q13616; in vitro K48 di-Ub FRET, acceptor:donor ratio, 45 min; inhibition, % at 10 µM; actives 0.6% (n = 140,000); in the data active means inhibition above about 25%
Target sequence (P62877 whole entry, looked up): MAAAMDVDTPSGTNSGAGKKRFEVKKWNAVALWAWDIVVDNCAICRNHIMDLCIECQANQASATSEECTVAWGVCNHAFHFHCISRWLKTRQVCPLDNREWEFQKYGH
Target sequence (Q13616 whole entry, looked up): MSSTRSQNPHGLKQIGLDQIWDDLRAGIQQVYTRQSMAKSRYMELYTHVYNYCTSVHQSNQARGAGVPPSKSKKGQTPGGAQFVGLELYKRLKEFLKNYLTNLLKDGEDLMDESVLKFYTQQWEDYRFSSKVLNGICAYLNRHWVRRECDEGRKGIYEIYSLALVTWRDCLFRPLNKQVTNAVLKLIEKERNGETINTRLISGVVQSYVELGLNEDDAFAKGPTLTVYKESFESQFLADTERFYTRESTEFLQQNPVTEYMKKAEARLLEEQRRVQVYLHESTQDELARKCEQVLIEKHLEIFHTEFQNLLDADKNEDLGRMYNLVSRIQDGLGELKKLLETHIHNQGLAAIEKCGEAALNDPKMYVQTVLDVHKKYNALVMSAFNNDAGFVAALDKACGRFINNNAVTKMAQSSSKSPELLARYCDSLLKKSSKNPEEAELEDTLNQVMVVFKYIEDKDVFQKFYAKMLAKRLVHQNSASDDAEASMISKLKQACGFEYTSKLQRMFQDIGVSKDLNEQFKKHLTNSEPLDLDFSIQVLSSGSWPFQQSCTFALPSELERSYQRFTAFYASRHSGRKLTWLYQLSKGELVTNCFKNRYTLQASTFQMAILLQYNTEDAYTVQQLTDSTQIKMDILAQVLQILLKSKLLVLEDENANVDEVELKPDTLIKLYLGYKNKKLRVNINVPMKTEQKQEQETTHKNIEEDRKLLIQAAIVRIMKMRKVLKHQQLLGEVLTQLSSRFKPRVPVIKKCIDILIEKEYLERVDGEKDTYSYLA
* = called active by the depositor. The list is partial (hit frequency here may not be typical).

ROC1-CUL1 inh	smiles
13.8	CC(=O)Nc1ccc(NC(=O)CN2CC(c3ccccc3)CC2=O)cc1 (configuration not stated)
11.3	CCOC(=O)C1(Cc2cccc(F)c2)CCN(CC(O)CO)CC1 (configuration not stated)
10.9	O=S(=O)(CC1CC1)c1ncc(CN2CCCCO2)n1CC1CCCO1 (configuration not stated)
-2.3	CC1CCC(NC(=O)c2ccc3c(c2)N(Cc2cccc(F)c2)C(=O)c2ccccc2S3)CC1 (configuration not stated)
-7.3	Cc1ccccc1-c1noc(-c2nnn(-c3ccccc3C)c2N)n1
-9.7	O=C(Nc1ccc2oc(-c3ccccc3)nc2c1)c1cc(I)ccc1Cl
-3.7	Cc1ccc(N2CCN(CCCN3C(=O)C4CCCN4C3=O)CC2)cc1 (configuration not stated)
-1.1	COc1ccc(-c2noc(-c3ccc(N4CCCCC4C)c([N+](=O)[O-])c3)n2)cc1OC (configuration not stated)
6.4	Cc1occc1-c1nnc(-c2ccc(Cl)cc2Cl)o1
-1.1	O=C1NC(=O)C(=Cc2ccc(Sc3nc4ccccc4s3)c([N+](=O)[O-])c2)C(=O)N1
0.2	O=C1Nc2c(Br)cc(Br)c3cccc1c23
-14.0	COc1ccc(N2CCN(S(=O)(=O)c3ccc(-c4cnc(C5CC5)o4)cc3)CC2)cc1
5.3	CC(Sc1nnc(N2C(=O)c3ccccc3C2=O)s1)C(=O)O (configuration not stated)
-1.2	CC1(C)C[C@@H]2C[C@@](C)(CN2C(=O)CCc2nnc(-c3ccc4c(c3)OCO4)o2)C1
-0.7	Cc1ccccc1CSc1ncc(Cl)c(C(=O)NCc2ccccc2)n1
4.8	COCC(NC(=O)Nc1nnc(Cc2ccccc2)s1)c1ccnn1C (configuration not stated)
-2.2	CCC(=O)NNC(=S)NC(=O)c1cccc([N+](=O)[O-])c1
3.3	CCCCCNc1nc(N)nc(-c2cc(Cl)ccc2OC)n1
-2.1	COc1ccc(C2C3=C(CC(C)(C)CC3=O)N(c3sc4c(c3C#N)CCCCC4)C(=N)C2C#N)cc1OC (configuration not stated)
5.5	CCC(C)c1ccc(O)c(NC(=S)NC(=O)c2cc(Cl)ccc2OC)c1 (configuration not stated)
7.3	C[C@@H]1CC(=O)Nc2ccccc2S1=O (some centres not stated)
16.1	CCC(Oc1ccccc1OC)C(=O)N1CCN(c2ccc(F)cc2)CC1 (configuration not stated)
-4.6	Cc1ccc(-c2cc(C(=O)Nc3nc(-c4ccc(F)cc4)cs3)c3ccccc3n2)s1
3.2	CC1=NC(C)=C(C#N)C(c2ccco2)C1C#N (configuration not stated)
-1.4	COc1cccc(NC(=O)CCc2c(C)nc3c4cccnc4nn3c2C)c1
-2.5	N#Cc1c(NC(=S)NC(=O)c2ccc(Cn3cc(Br)cn3)cc2)sc2c1CCCCC2
3.9	Nc1ccc(CCC(=O)N2CCCC2)cc1
4.8	O=C(CSc1nnc2sc3ccccc3n12)N1CCCC1
-0.8	CCCCSCCCNC(=O)CN1C(=O)COc2ccc(S(=O)(=O)N3CCCC3)cc21
-3.6	O=C(NC(=O)c1ccccc1)C(=NO)C(=O)NC(=O)c1ccccc1

Next part; the last 2 above are carried over.
ROC1-CUL1 inh	smiles
-0.8	CCCCSCCCNC(=O)CN1C(=O)COc2ccc(S(=O)(=O)N3CCCC3)cc21
-3.6	O=C(NC(=O)c1ccccc1)C(=NO)C(=O)NC(=O)c1ccccc1
3.0	CCOC(=O)c1cccc(NC(=O)CCC(=O)N2CC(C)Oc3ccc(C)cc32)c1 (configuration not stated)
7.7	COc1ccc(-c2ccccc2NC(=O)C2CCCN2Cc2nccn2C)cc1 (configuration not stated)
0.6	COc1ccc2sc(N(Cc3cccnc3)C(=O)c3ccc4c(c3)OCCO4)nc2c1
12.7	COc1ccc(CC2=NOC(CNC(=O)c3c(F)cccc3F)C2)cc1 (configuration not stated)
0.5	O=C(NCCc1csc(-c2cccc(F)c2)n1)c1ccco1
-3.6	C=CCn1c(SCC(=O)Nc2ccccc2OCC)nc2sc3c(c2c1=O)CCCC3
0.3	CCC1=NN(C(=O)c2ccc(C(C)(C)C)cc2)C(O)(c2ccc(OC)cc2)C1 (configuration not stated)
-8.7	CCOC(=O)c1c(NC(=O)CC(C)C)sc(C(C)=O)c1C
1.6	Cc1ccc(C(C)C)c(OCC(O)CN2CCCCCC2)c1 (configuration not stated)
3.0	O=C(CSc1nnc2sc3ccccc3n12)N1c2ccccc2Sc2ccccc21
-6.7	Cc1cc(C)cc(-n2c(C)cc(/C=N/NC(=O)CN(c3c(C)cccc3C)S(C)(=O)=O)c2C)c1
-6.7	CC(C)(C)OC(=O)N1CCC(c2c(C(=O)N3CCCCC3)cnn2-c2cccc(F)c2)CC1
-0.8	CCOc1ccc(NC(=O)C2CCCN(c3cnccn3)C2)cc1 (configuration not stated)
1.7	CC(=O)C1=C(c2ccc(Cl)cc2)OC(=O)CC1=O
6.7	CC(=O)c1nn(-c2cccc(Cl)c2)cc1C(=O)c1nc2ccccc2s1
3.0	O=c1ccnc(SCCc2ccc([N+](=O)[O-])cc2)[nH]1
3.5	O=C(CCc1ccccc1)NCC1CC(Cc2ccc(F)cc2)=NO1 (configuration not stated)
-3.9	COc1cc(NC(=O)Cn2nc(C(F)(F)F)c3c2CCC3)cc(OC)c1OC
7.5	COc1ccc(N(Cc2cccs2)C(=O)COc2cccc(Cl)c2)cc1
-3.7	COc1cc(C)ccc1OCCSc1nnc(-c2ccc(C)cc2)o1
4.3	C=CCOc1cccc(C2C(C(=O)c3ccc(OCC)cc3)C(=O)C(=O)N2CCCn2ccnc2)c1 (configuration not stated)
5.7	CCOC(=O)C1C(C)=NC2=C(C(=O)CC(c3ccc(Cl)cc3)C2)C1c1ccc2c(c1)OCO2 (configuration not stated)
5.9	COc1cc(NC(=O)CN2Cc3ccccc3C2=O)cc(OC)c1OC
3.6	COc1ccccc1OCc1ccc(C(=O)Nc2ccc(C)c(C)c2)o1
-1.0	CCN(CC)CCN1C(=O)C(=O)C(C(=O)c2ccc(F)cc2)C1c1ccc(Cl)cc1 (configuration not stated)
-3.5	CCOc1ccc(-c2csc(-c3nc(-c4ccc(Br)s4)cs3)n2)cc1
7.8	CCOC(=O)c1nn(-c2ccccc2)cc1C(=O)c1ccc(-c2ccccc2)cc1
-0.2	CCCCCCOc1ccccc1/C=c1/sc2ncnn2c1=O
0.1	Nc1[nH]c(=S)nc2sc3c(c12)CCCCC3
-7.2	Cc1ccc(-n2nnnc2CNC(=O)C2CC(=O)N(c3ccccc3)C2)cc1C (configuration not stated)
-6.1	O=C1C2C3c4ccccc4C(Cl)(c4ccccc43)C2C(=O)N1c1ccc2ccccc2c1 (configuration not stated)
-9.5	CC1CCCCN1Cc1c(O)ccc2c(=O)c(-c3ccc(Cl)cc3)c(C(F)(F)F)oc12 (configuration not stated)
8.0	O=C(CCc1nc(-c2cccs2)no1)Nc1ccc([N+](=O)[O-])cc1
-3.3	Cc1nonc1CC(=O)NC1CC(=O)N(CC(C)(C)C)C1 (configuration not stated)
-6.4	COc1ccc(CCNC(=O)CCc2cn(Cc3ccc(F)cc3)c3ccccc23)cc1OC
2.0	CCOc1cccc(C2c3c(oc4ccc(F)cc4c3=O)C(=O)N2CCOC)c1 (configuration not stated)
1.9	CCc1ccc(NC(=O)CSc2ncn(-c3ccccc3)n2)cc1
-1.2	O=C(CSc1nnc(Cc2ccccc2)o1)Nc1ccc(F)cc1
0.8	CC(C)CCn1c(-c2ccccc2)nc2ccccc21
-0.2	COc1cccc(CNC(=O)CN2C(=O)CSc3ccc(S(=O)(=O)N4CCCC4)cc32)c1
8.4	O=C(NCC1Cc2cc(Cl)cc(-c3ccncc3)c2O1)[C@@H]1C[C@@H]2C=C[C@H]1C2 (some centres not stated)
-2.7	CCc1cccc(C)c1NS(=O)(=O)c1ccccc1C
-0.4	CCOC(=O)c1[nH]c2ccc(C)cc2c1NC(=O)CN1CCOCC1
-6.8	Cc1cccc(Nc2ccc3ccccc3c2)c1
6.0	Cc1ccc(OC2CCN(Cc3ccncc3)CC2)c(C(=O)N2CCCC(O)C2)c1 (configuration not stated)
4.1	CCOc1ccc(C(=O)Nc2ccc(Br)cc2)cc1
6.9	CC(=O)N1CCN(c2c(Cl)cccc2NC(=O)C(C)(C)C)CC1
-1.5	COc1ccc(S(=O)(=O)Nc2sc3c(c2C(N)=O)CCC3)cc1OC
12.3	CCN1C(=O)C(C=N/N=C/c2ccccc2O)c2cc(C3=NNC(=O)CC3)ccc21 (configuration not stated)
3.4	O=C(COc1ccccc1)Nc1nnc(SCC2=Nc3ccccc3C(=O)C2)s1
-7.6	COC(=O)C1=c2s/c(=C/c3c(F)cccc3Cl)c(=O)n2C(=N)C(C#N)C1c1c(F)cccc1Cl (configuration not stated)
2.2	CCOC(=O)C1=C(C)N=c2s/c(=C/c3ccco3)c(=O)n2C1c1ccc(C(C)(C)C)cc1 (configuration not stated)
8.1	COc1ccc(Cl)cc1C(=O)NCCS(=O)(=O)N1CCN(c2ccccc2OC)CC1
-9.4	COc1ccc(OCC(=O)Nc2ccc(S(=O)(=O)N3CCc4ccccc43)cc2)cc1
-10.8	CCCNC(=O)c1nc(C)c(C)nc1C(=O)Nc1ccccc1
-7.8	CCOc1ccccc1NC(=O)CSC1=Nc2ccccc2C2=NC(CC(=O)NC3CCCCC3)C(=O)N12 (configuration not stated)
9.7	CC1C(N2CCN(c3cccc(C(F)(F)F)c3)CC2)NS(=O)(=O)C1c1ccc(Cl)cc1 (configuration not stated)
-2.0	O=C(Nc1ccccc1)c1ccsc1
-3.0	Cc1ccc(C(CC(=O)Nc2cc(C)cc(C)c2)N2Cc3ccccc3C2=O)cc1 (configuration not stated)
-4.3	Cc1ccc(OC(=O)c2ccc(N3C(=O)C4C5C=CC(C5)C4C3=O)cc2)cc1C (configuration not stated)

(listing goes on)
ROC1-CUL1 inh	smiles
2.3	Cc1ccc(Cl)cc1N1CCN(Cc2nnc(-c3ccc4c(c3)OCO4)o2)CC1
-10.0	Cc1ccccc1-c1cc(C(=O)Nc2c(F)c(F)c(F)c(F)c2F)c2ccccc2n1
-6.8	O=C(COc1ccccc1F)Nc1ccc(OCc2cc(=O)n3ccccc3n2)cc1
8.0	CC(C)CN1CCNC(=O)C1CC(=O)N1CCN(Cc2cccc(Cl)c2)CC1 (configuration not stated)
-7.3	Cn1nc(C(=O)NCc2ccccc2)c2c1-c1ccccc1SC2
3.0	COc1cc(Cl)c(C)cc1NC(=O)Cn1ncc2c([nH]c3ccccc32)c1=O
-1.1	CCOC(=O)c1sc2nc(C)n(CC(=O)Nc3cccc(Cl)c3)c(=O)c2c1C
7.2	CC(=O)c1cc2c(-c3ccccc3)c(-c3ccccc3)oc2c(C)c1O
0.7	Cc1c(Cl)cccc1-c1ccc(C(=O)Nc2ccc3c4c(cccc24)CC3)o1
-7.1	CCc1[nH]nc2c1C(c1ccc(Cl)c(Cl)c1)C(C#N)C(=N)O2 (configuration not stated)
-8.1	COc1ccc(/C=N/NC(=O)CSc2nc3nc(C)cc(C)n3n2)cc1
-7.6	CC(C)c1ccc2c(c1)C(N1CCN(C)CC1)=Cc1ccc(F)cc1S2
10.2	CCOC(=O)C(C(C)=O)C(c1ccc(Cl)cc1)c1ccc(Cl)cc1 (configuration not stated)
4.6	CCSC1=C(C#N)C(=O)NC(c2cccc(Br)c2)S1 (configuration not stated)
-1.8	Cc1cccc(OC(=O)C2CC2)c1C

Of the compounds above, these have a tert-butyl group.
ROC1-CUL1 inh	smiles
0.3	CCC1=NN(C(=O)c2ccc(C(C)(C)C)cc2)C(O)(c2ccc(OC)cc2)C1 (configuration not stated)
-6.7	CC(C)(C)OC(=O)N1CCC(c2c(C(=O)N3CCCCC3)cnn2-c2cccc(F)c2)CC1
-3.3	Cc1nonc1CC(=O)NC1CC(=O)N(CC(C)(C)C)C1 (configuration not stated)
6.9	CC(=O)N1CCN(c2c(Cl)cccc2NC(=O)C(C)(C)C)CC1
2.2	CCOC(=O)C1=C(C)N=c2s/c(=C/c3ccco3)c(=O)n2C1c1ccc(C(C)(C)C)cc1 (configuration not stated)

Further compounds follow.
ROC1-CUL1 inh	smiles
5.9	Cn1cccc1-c1cc2n(n1)CCC(=O)N2CC(=O)Nc1ccc(F)cc1Cl
-6.8	CCOC(=O)c1ccc(NC(c2ccccc2)c2ccc3cccnc3c2O)cc1 (configuration not stated)
-4.6	CCOC(=O)c1ccc(N2N=C(C)/C(=C/c3ccc4c(c3)n(C)c(=O)n4C)C2=O)cc1
12.4	Cc1cc(Br)c(NC(=O)CN2CCCCC2)cc1C
-2.0	Cc1ccn(CC(=O)NCCN2Cc3ccccc3OC(c3ccccc3F)C2)n1 (configuration not stated)
1.4	CC1=NN(C(=Nc2nnc(C)s2)Nc2ccc(C)cc2)[C@H](c2ccc(C)cc2)S1
3.8	CC1CCN(c2nc3c(-c4cccc(Br)c4)nnn3c3ccccc23)CC1
7.3	Cc1cc(OCC(O)CN2CCN(c3ccccc3F)CC2)cc(C)c1Cl (configuration not stated)
-1.4	Cc1cccc(NC(=O)Cn2nnc(-c3nc(-c4ccncc4)no3)c2N)c1
6.3	Cc1ccc(N2CCN(C(=O)c3c(C)oc4ncn(C)c(=O)c34)CC2)c(C)c1
1.6	Cc1ccc2c(c1)cc1c(=O)n(Cc3cccc(Cl)c3)nc(C)n12
-6.6	O=C(CCN1C(=O)c2cccc3cccc(c23)C1=O)NCCN1CCOCC1
-3.8	CCCNc1nc(NCc2ccccc2OC)c2cnn(C)c2n1
-5.1	N#Cc1ncccc1CCc1cccc(Cl)c1
-2.5	COc1cc2c(cc1OC)C1(CCCC1)CNC2c1ccc([N+](=O)[O-])cc1 (configuration not stated)
-1.6	COc1cc(CNC23CC4CC(C)(CC(C)(C4)C2)C3)ccc1OCC(=O)NC(C)(C)C
-1.0	CCOc1ccccc1NC(=O)c1nn(-c2ccc(OC)cc2)c(=O)c2c1c1ccccc1n2C

Four records picked at random from the list so far:
ROC1-CUL1 inh	smiles
-4.6	CCOC(=O)c1ccc(N2N=C(C)/C(=C/c3ccc4c(c3)n(C)c(=O)n4C)C2=O)cc1
6.3	Cc1ccc(N2CCN(C(=O)c3c(C)oc4ncn(C)c(=O)c34)CC2)c(C)c1
-2.5	COc1cc2c(cc1OC)C1(CCCC1)CNC2c1ccc([N+](=O)[O-])cc1 (configuration not stated)
-1.4	Cc1cccc(NC(=O)Cn2nnc(-c3nc(-c4ccncc4)no3)c2N)c1

Source: PubChem BioAssay
